# Screening results (PubChem)
# LDHA inh – qHTS assay for inhibitors of human lactate dehydrogenase; L-lactate dehydrogenase A chain (Homo sapiens), P00338; purified LDHA, NADH/diaphorase-resazurin fluorescence; stronger effect = lower value; activity change, % (values are at about 110 or 230 µM); hit rate 0.15% among 480,000; AID 1347041, 2019; in the data active = activity change below about -30%; inconclusive = mostly about -25% to -30%;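 also: plate controls were DMSO wells for no effect and wells without enzyme for full effect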
#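 Resorufin fluorescence (ex540/em590), read at 0 and 20 min after diaphorase/resazurin addition, reports the NADH left after a 5 min room-temperature reaction of 2 nM human LDH5 with 0.06 mM NADH and 0.2 mM pyruvate.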
# Vif-APOBEC3F blk – qHTS for Inhibitors of Vif-A3F Interactions: qHTS. hit rate 0.2% among 390,000. HeLa A3F-eYFP + Vif (tagged APOBEC3F with the HIV-1 protein that degrades it), YFP fluorescence increase. Potency, µM (top dose mostly 46.1 µM), for inactives: at the top dose activity, negative = active; also: potency is read from the fitted curve at half-maximal effect; % of control where 0% means no effect; nearly all actives have a fitted effect of over 65% in size
#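 HeLa cells stably expressing Vif plus C-terminally eYFP-tagged A3F were seeded, incubated overnight at 37 deg C, dosed with compound, incubated overnight again at 37 deg C. Yellow fluorescence (Ex 488/Em 500-530) reported blocked Vif-mediated A3F-eYFP degradation.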
# GRP78 ERSR act – qHTS for Inducers of the Endoplasmic Reticulum Stress Response (ERSR) in Human Glioma: qHTS; U87-MG GRP78 promoter luciferase reporter, 16 h; Potency, µM, for the others: top-dose activation, actives largely listed as activators; hit rate 0.02% among 420,000; AID 602332, 2012; also: potency is read from the fitted curve at half-maximal effect; series mostly up to about 76 µM; % of control where 0% means no effect; nearly all actives have a fitted effect of over 35% in size
#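 Stably transfected U87-MG human glioma cells carrying a GRP78-based luminescent sensor were seeded at 1000 cells/well, pin-dosed with compounds and incubated 16 h. Luciferase reagent was then added, and end-point luminescence was read after 10 min at room temperature.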
# 12-LOX inh – Primary qHTS assay for inhibitors of human arachidonate 12S-lipoxygenase (ALOX12): Round 2 | purified 12hLO, xylenol orange hydroperoxide absorbance | Potency, µM (highest dose often 108 µM), without a hit: top-dose activity change, negative = inhibition, hits mostly inhibitors | hit rate 1.1% among 580,000; also: potency is read from the fitted curve at half-maximal effect; % is scaled to controls: 0 for no effect and ±100 for the full control effect
# Target sequence (P18054 whole entry, looked up): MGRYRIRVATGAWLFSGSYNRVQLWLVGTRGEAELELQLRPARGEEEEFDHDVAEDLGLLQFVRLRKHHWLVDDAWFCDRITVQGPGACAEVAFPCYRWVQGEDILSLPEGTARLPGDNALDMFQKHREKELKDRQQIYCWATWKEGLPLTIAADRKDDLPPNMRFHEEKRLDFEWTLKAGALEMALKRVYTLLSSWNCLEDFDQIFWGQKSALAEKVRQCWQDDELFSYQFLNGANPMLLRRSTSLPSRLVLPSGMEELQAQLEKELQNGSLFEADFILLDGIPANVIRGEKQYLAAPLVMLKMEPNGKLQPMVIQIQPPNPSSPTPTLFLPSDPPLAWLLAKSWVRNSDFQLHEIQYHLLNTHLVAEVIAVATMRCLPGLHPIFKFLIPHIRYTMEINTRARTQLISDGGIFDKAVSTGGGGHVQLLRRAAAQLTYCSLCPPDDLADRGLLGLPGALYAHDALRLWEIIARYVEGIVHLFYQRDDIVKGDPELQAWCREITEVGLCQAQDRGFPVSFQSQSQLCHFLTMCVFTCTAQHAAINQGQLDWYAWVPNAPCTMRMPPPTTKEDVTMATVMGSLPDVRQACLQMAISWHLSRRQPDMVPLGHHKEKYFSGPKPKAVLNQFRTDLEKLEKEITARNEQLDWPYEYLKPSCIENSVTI
#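 Purified human 12hLO at 150 nM in 25 mM Hepes, 0.01% Triton X-100, pH 7.0, preincubated 15 min at room temperature with compound. Reaction started with 40 uM arachidonic acid, 30 min at room temperature. Hydroperoxide measured by Fe-xylenol orange, 573/405 nm absorbance ratio.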
# D2 antag – HTS Assay for Allosteric Antagonists of the Human D2 Dopamine Receptor: Primary Screen for Antagonists; D(2) dopamine receptor (Homo sapiens), P14416; HEK293 TREx D2 cells, calcium flux, dopamine EC80; inhibition, % at 10 µM; hit rate 2% among 340,000; AID 485344, 2010; in the data active = inhibition above about 30%; also: 0% is about no effect
# Target sequence (P14416 whole entry, looked up): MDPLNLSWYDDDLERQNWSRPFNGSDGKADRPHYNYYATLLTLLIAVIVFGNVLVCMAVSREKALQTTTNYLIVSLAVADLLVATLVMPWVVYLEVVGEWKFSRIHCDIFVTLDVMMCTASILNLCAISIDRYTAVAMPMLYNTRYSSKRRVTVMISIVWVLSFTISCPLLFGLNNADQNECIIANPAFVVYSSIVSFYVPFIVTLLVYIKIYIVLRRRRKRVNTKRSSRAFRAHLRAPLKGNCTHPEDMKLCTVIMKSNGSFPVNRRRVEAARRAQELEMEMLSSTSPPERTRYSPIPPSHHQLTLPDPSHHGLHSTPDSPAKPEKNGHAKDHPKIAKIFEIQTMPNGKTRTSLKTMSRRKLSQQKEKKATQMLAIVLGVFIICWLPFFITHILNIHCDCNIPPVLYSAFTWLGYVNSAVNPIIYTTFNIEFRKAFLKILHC
#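 Compounds are added to dye-loaded, induced HEK293 T-REx cells coupled to calcium release via D2; after a 3 min kinetic read an EC80 dopamine stimulus is given and fluorescence is recorded for 3 more min.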
# Vif-A3G inh – qHTS for Inhibitors of Vif-A3G Interactions: qHTS | DNA dC->dU-editing enzyme APOBEC-3G (Homo sapiens), Q9HC16 | HeLa A3G-eYFP + Vif (tagged APOBEC3G with the HIV-1 protein that degrades it), YFP fluorescence, overnight | Potency, µM (top dose mostly 46.1 µM), inactives show at the highest dose activity, negative = active, usual class: inhibitors | hit rate 0.076% among 410,000;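 also: potency is read from the fitted curve at half-maximal effect; % is scaled to controls: 0 for no effect and ±100 for the full control effect; nearly all actives have a fitted effect of over 60% in size; hits raise eYFP signal because A3G escapes Vif-driven loss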
#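 Read-out is eYFP fluorescence (Ex 488/Em 500-530) from Vif-expressing HeLa A3G-eYFP cells; more signal means A3G escaped Vif-mediated degradation. Cells plated overnight, compound pinned in, incubated overnight at 37 deg C.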
# ERG-DNA inh – qHTS for Small Molecule Inhibitors of the ERG Ets/DNA interaction; hit rate 0.028% among 370,000; Transcriptional regulator ERG (Homo sapiens), P11308; Potency, µM (series often up to 76.9 µM), without a hit: at the highest dose FP activity, negative = inhibition, actives largely listed as inhibitors; fluorescence polarization, His-ERG Ets domain / labelled DNA; active = well fitted inhibition curve with a large enough effect in the polarisation, with a control signal flat; inconclusive = small, poorly fitted or top-dose-only effect, or effect the other way, or a change in a side signal; inactive = no such curve, though single readings can be large or run the other way; the % refers to the polarisation;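 also: polarization taken with two DNA probes labelled with fluorescein and Texas red; potency is read from the fitted curve at half-maximal effect; % of control where 0% means no effect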
#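 His-tagged ERG Ets domain (1 uM in the protein solution; 300mM KCl, 50mM Tris-HCl, 1mM EDTA, 1mM DTT, pH 7.5) received compound, then a probe mix of 5 nM fluorescein-DNA and 100nM Texas-615-DNA. Fluorescence polarization was read for both dyes.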
# D2 agonist – HTS Assay for Allosteric Agonists of the Human D2 Dopamine Receptor: Primary Screen for Agonists; D(2) dopamine receptor (Homo sapiens), P14416; HEK293 T-REx D2 cells, calcium flux agonist mode; activation, % at 2 µM; hit rate 0.53% among 340,000; AID 485358, 2010;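 active = activation over 3 SD above normal in the single-dose calcium agonist read, cut at about 30% in these data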; also: 0% is about no effect
#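 In this primary screen, compounds producing a positive calcium signal within 180 s of addition to tetracycline-induced, force-coupled HEK293 Trex D2 cells are flagged; cells are dye-loaded with a no-wash calcium kit beforehand.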
# RGS4 inh – Inhibitors of Regulator of G Protein Signaling (RGS) 4: qHTS; Regulator of G-protein signaling 4 (Homo sapiens), P49798; Transcreener GDP fluorescence polarization, RGS4-accelerated GTP hydrolysis; Potency, µM (titrated, usually from 114 µM), without a hit: at the top dose activity change, negative = inhibition, hits mostly inhibitors; hit rate 0.039% among 390,000; also: potency is read from the fitted curve at half-maximal effect; % is scaled to controls: 0 for no effect and ±100 for the full control effect; nearly all actives have a fitted effect of over 75% in size; some results filed as inactive show a strong effect at the top dose
#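 MLSMR compounds (23 nl, pin-transferred) preincubated 10 min at room temperature with a 500nM (2x) first reagent, then RGS4 at 900nM (2x) plus Transcreener GDP mix added; fluorescence polarization (620/688 nm) read before and after 90 min at 30 °C.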
# Numbers without * were called inactive; ? = inconclusive; . = no result given; [ ] = remark or other dose. Unless noted, calls follow the shape of the dose curve; as a rule, active = well fitted curve in the direction sought with a large enough effect; inconclusive = small, poorly fitted or top-dose-only effect, or another doubt; inactive = no such curve, though single readings can be large; an effect the other way counts as inactive or inconclusive.
molecule,LDHA inh,Vif-APOBEC3F blk,GRP78 ERSR act,12-LOX inh,D2 antag,Vif-A3G inh,ERG-DNA inh,D2 agonist,RGS4 inh
CC1CCN(C(=O)Cn2c(=O)oc3ccccc32)CC1,-6,-2%,-2%,19%,7,0%,3%,-1.7,-24%
CCOC(=O)c1ccc(N(CC(=O)NC2CCCCC2)C(=O)CNC(=O)c2ccco2)cc1,-11,23%,1%,11%,-23,-2%,3%,0.0,-3%
COc1ccc(C(c2nnnn2C(C)C)N2CCN(C(=O)c3ccco3)CC2)cc1 (centres undefined),-8,-3%,-6%,-9%,-6,-2%,4%,-0.6,5%
CC(C)c1cc(C(=O)NCc2ccc(F)cc2)no1,-2,.,.,9%,.,.,7%,-0.4,6%
COCCCNCCOCCOc1ccc(C)cc1[N+](=O)[O-],-20,-3%,0%,?,-2,-4%,0%,0.0,-33%
O=C(CN(c1ccc(F)cc1)S(=O)(=O)c1ccccc1)Nc1ccccc1C(=O)O,-11,8%,-3%,5%,-14,1%,-3%,-0.9,-36%
CC(=O)N(c1cccc(C)c1)C1SC(=O)N(c2ccccc2)C1=O (centres undefined),-2,-2%,-3%,0%,8,-5%,-1%,0.2,18%
CC(NC(=O)c1cccc(S(=O)(=O)N2CCc3ccccc3C2)c1)c1ccco1 (centres undefined),-5,-7%,-4%,-10%,-16,-2%,-15%,0.1,-49%
Cc1cccc(-c2nc(Nc3ccc(N4CCOCC4)cc3)c3ccccc3n2)c1,8,-5%,-4%,2%,-9,-22%,11%,-1.1,-19%
Cc1c(C(=O)N2CC3(CC(c4cccc(NC(=O)[C@H]5CCC(=O)N5)c4)=NO3)C[C@@H]2C(N)=O)cc([N+](=O)[O-])cc1[N+](=O)[O-] (some centres undefined),-2,-7%,-1%,-2%,-10,-5%,-6%,0.0,?
O=C(COC(=O)C1=COCCO1)Nc1ccc([N+](=O)[O-])cc1C(F)(F)F,-3,0%,-3%,-9%,-2,-4%,8%,0.4,21%
C=CCN(CC=C)C(=O)CN1C(=O)NC(C)(c2ccc3cc(OC)ccc3c2)C1=O (centres undefined),-4,0%,-1%,17%,-8,-4%,2%,-0.1,2%

# (listing goes on)
molecule,LDHA inh,Vif-APOBEC3F blk,GRP78 ERSR act,12-LOX inh,D2 antag,Vif-A3G inh,ERG-DNA inh,D2 agonist,RGS4 inh
COc1ccccc1NC(=S)NCc1ccc(F)cc1,-10,10%,-3%,-4%,-5,3%,2%,1.5,10%
O=C(NCCN1CCCC(O)C1)c1cc(COc2c(F)cccc2F)on1 (centres undefined),0,-18%,6%,-17%,2,0%,14%,0.6,24%
O=C1C(C=NCCN2CCOCC2)=C(O)c2ccccc21,1,-1%,2%,11%,-11,1%,5%,0.9,4%
CCN(CC)S(=O)(=O)c1cccc(-c2n[nH]c(=S)n2CC(C)C)c1,0,9%,-6%,32µM*,-11,1%,18%,-0.6,-25%
O=C(COC(=O)/C=C/c1ccccc1[N+](=O)[O-])NNC(=O)c1ccc(F)cc1,-5,-35%,-1%,-14%,-9,-1%,-3%,0.1,1%
COc1ccc(CNc2ccc(C)cc2)cc1Br,7,.,1%,0%,-5,-6%,7%,-2.3,-23%
COc1ccc(C(=O)NCC(=O)NCC(=O)OCC(=O)c2ccc(C)cc2)cc1,-2,-9%,-2%,5%,1,0%,3%,0.0,-10%
O=C(CCCN1C(=O)c2ccccc2C1=O)N1CCC(c2ccccc2)C1 (centres undefined),0,-5%,-4%,?,-5,2%,8%,0.5,0%
O=C(COC(=O)c1ccc2ncsc2c1)Nc1cc([N+](=O)[O-])ccc1Cl,-9,4%,1%,0%,18,-5%,-5%[15.4 µM],0.2,-54%
CC(C)c1ccccc1NC(=O)Nc1nnc([C@H]2C[C@H](O)[C@@H](CO)O2)s1,-11,.,-3%,-1%,.,-1%,.,.,.
Cc1ccc(OCCNC(=O)c2cccc(S(=O)(=O)N3CCN(C)CC3)c2)cc1,-10,5%,-4%,81%,18,-1%,1%,-0.1,15%
CC(C#N)Sc1ncnc2sc(-c3ccccc3)cc12 (centres undefined),-7,4%,3%,-1%,5,-16%,-7%,0.1,-7%

# (more compounds)
molecule,LDHA inh,Vif-APOBEC3F blk,GRP78 ERSR act,12-LOX inh,D2 antag,Vif-A3G inh,ERG-DNA inh,D2 agonist,RGS4 inh
COC(=O)[C@@H](NC(=O)NCc1ccccc1F)C(C)C,-13,-2%,-4%,-5%,-10,0%,.,-0.3,-5%
Cc1ccc(-c2nc(CCNC(=O)C(=O)Nc3ccc(C)cc3C)cs2)cc1,-16,-1%,-4%,-6%,.,5%,8%,.,1%
CN(C)S(=O)(=O)c1ccc2c(c1)C(=O)c1cc(S(=O)(=O)N(C)C)ccc1CC2,-8,4%,-4%,5%,14,1%,.,0.4,9%
Cc1cccc(N2CC(C)Cn3c2nc2c3c(=O)[nH]c(=O)n2C)c1 (centres undefined),-3,?,0%,-8%,22,0%,-4%,-3.0,-7%
COc1ccc(NC(=O)CSc2nc3n[nH]c(C)c3c(=N)n2-c2ccc(Cl)c(C)c2)cc1OC,-1,-7%,-13%,.,-13,?,9%,-1.0,?
O=C(CNC(=O)c1ccccc1Br)N/N=C/c1ccccc1O,0,10%,-5%,?,-4,-3%,-8%,4.9,-10%
Cc1nc(SCc2ccc(Cl)cc2)ncc1C(=O)O,-6,-5%,8%,?,-4,2%,10%,-0.3,23%
FC(F)(F)c1cccc(N2CCCCC2)c1,-5,.,-3%,6%,.,2%,.,.,.
CCOc1ccccc1Nc1nnc(SCC(=O)NC(=O)c2cccn2C)s1,3,-9%,-3%,-13%,-13,-1%,10%,-1.6,-1%
CC(Sc1nc(N2CCOCC2)nc(N2CCOCC2)n1)C(=O)Nc1ccccc1 (centres undefined),2,.,-5%,-11%,-3,-1%,6%,0.0,19%
CCOC(=O)Nc1ccc2c(COC(=O)CN(C)S(=O)(=O)c3ccc(C)cc3)cc(=O)oc2c1,-5,5%,4%,-19%,.,8%,2%,.,-5%
CCN(CC(=O)Nc1ccccc1C(F)(F)F)CC(=O)c1[nH]c(C)c(C(C)=O)c1C,-4,-5%,-3%,-1%,.,-7%,.,.,.

# Following part:
molecule,LDHA inh,Vif-APOBEC3F blk,GRP78 ERSR act,12-LOX inh,D2 antag,Vif-A3G inh,ERG-DNA inh,D2 agonist,RGS4 inh
Cc1ccccc1CN(C)C(C)C(=O)Nc1ccccc1F (centres undefined),0,-6%,-4%,5%,-19,-7%,9%,0.1,8%
Cc1nnc(SCc2ccc(C(=O)O)cc2)s1,-2,-11%,-2%,6%,8,0%,-7%,-0.4,17%
Cc1cc(C)n(CC(=O)N/N=C/c2ccco2)n1,0,-4%,-2%,0%,11,1%,3%,0.1,10%
COc1cc(/C=C2/C(=N)N3N=C(C)SC3=NC2=O)ccc1OS(=O)(=O)c1ccc(C)cc1,-2,2%,0%,2%,-5,-1%,0%,-0.3,-19%
O=C(OCCN1CCCC1=O)c1cncc(Br)c1,-6,0%,3%,7%,-30,-1%,-3%,0.9,22%
CCOc1ccc(Br)cc1/C=N/NC(=O)c1ccncc1,-6,-1%,-2%,0%,.,0%,-12%,.,23%
COc1ccc(CCNC(=O)C2CCN(c3nccc(C)n3)CC2)cc1,3,1%,-4%,-12%,-13,2%,15%,-1.3,-1%[56.9 µM]
O=C(O)c1ccc(N/N=C/c2cn(Cc3ccccc3F)c3ccccc23)cc1,-1,-4%,3%,-19%,-5,-2%,5%,-0.2,-43%[56.9 µM]
CC(=O)OCC(=O)N1CCN(c2ccc([N+](=O)[O-])cc2)CC1,0,-5%,-4%,-7%,-6,-1%,-2%,-0.9,-15%
COc1ccc(N=c2oc3cc(O)ccc3cc2C(=O)Nc2ccccn2)cc1OC,-2,?,4%,-16%,2,4%,1%,2.6,-7%
CCCCn1cnc2c(SCc3ccc(Br)cc3)nc(N)nc21,-3,-13%,-6%,-23%,.,1%,-5%,.,-9%
Cc1ccc(CSCC(=O)Nc2c(C)n(C)n(-c3ccccc3)c2=O)cc1,-4,-23%,-3%,14%,-5,2%,-11%,0.4,32%

# Next part.
molecule,LDHA inh,Vif-APOBEC3F blk,GRP78 ERSR act,12-LOX inh,D2 antag,Vif-A3G inh,ERG-DNA inh,D2 agonist,RGS4 inh
COCCCN1C(=O)c2ccc(C(=O)Nc3ccc(C)cc3C)cc2C1=O,-4,-7%,-3%,-21%,5,5%,21%,-1.5,23%
O=C(NC(=S)Nc1ccc(Br)cc1F)C1CCCCC1,-11,-18%,0%,5%,.,-3%,0%,.,19%
Cc1noc(C)c1-c1nc(CS(=O)(=O)c2ccc(Cl)cc2)no1,-8,-7%,-7%,-12%,-6,2%,-2%,7.4,8%
CCCOC(=O)CSC1=C(C#N)C(c2ccccc2OC)C(C#N)C(=O)N1 (centres undefined),-16,1%,-3%,37%[activator],4,-6%,-3%,-0.1,-40%

# The list is partial (hit frequency here may not be typical).
